Source: PubChem BioAssay (several laboratories)
PTEN del growth = suppresses growth of cells with PTEN deletion; AID 827; HCT116 PTEN-null viability, CellTiter-Glo, 60 h; stronger effect = lower value; viability, % at 10 µM; actives 1.2% (n = 140,000);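 active = viability at or below a set limit, 4 SD under the median of all tested compounds, cut at about 3.7% in these data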;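 note: PTEN knockout HCT116 line with beta catenin targeted HCT116 as companion control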
BB579 growth dn = chemicals that inhibit yeast BB579 growth in restrictive medium (lifespan-shortening candidates); S. cerevisiae BB579 growth, OD615, 48 h; inhibition, % at 10 µM; actives 0.51% (n = 140,000);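 active = inhibition above a set limit, 3 SD over the mean compound inhibition, cut at about 44% in these data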; note: inactives centre near -24
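test system = yeast BB579 (DeaD) | buffer or medium = restrictive CSMM-D medium | doses = single compound dose of 10 µM, 0.25% DMSO final | times = 4 h preincubation and 48 h exposure at 30 °C | technique = culture absorbance at 615 nm | benchmarks = amphotericin B 10 µg/mL, positive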
Phagocytosis inh = blocks phagocytosis by macrophages; actives 0.07% (n = 110,000); J774A.1 macrophage IgG-bead phagocytosis, imaging; inhibition, % at 5 µM; AID 1029;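 active = inhibition above the mean of the plate negative controls plus 5 SD, cut at about 13% in these data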;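 note: phagocytic index as fraction of beads internalized from green versus red external bead signal; plate controls were DMSO negative control for no effect and cytochalasin-D positive control for full effect; some results beyond the cut were filed as inactive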
E-sel TNF inh = TNF alpha driven E-selectin expression inhibition | AID 1246 | HUVEC TNFa-induced E-selectin immunofluorescence, high content | inhibition, % at 2 µM | actives 0.71% (n = 120,000);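 active = inhibition above the batch mean plus 3 SD, and confirmed as a hit on visual image review, cut at about 43% in these data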;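 note: 0% = TNF-stimulated DMSO wells and 100% = unstimulated control wells; not every result past the cut was called active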
Yeast life ext = extends the lifespan of yeast | S. cerevisiae growth with nicotinamide, OD615; deaD strain in restrictive glucose medium | inhibition of the nicotinamide effect, % at 10 µM | actives 0.68% (n = 130,000) | AID 775;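 active = inhibition above a set limit, placed 3 SD over the median of all compounds, cut at about 26% in these data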;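 note: 0% = nicotinamide-treated wells and 100% = cells grown without nicotinamide; some compounds called inactive have numbers as strong as hits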
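assay system = DeaD-strain S. cerevisiae | measured by = absorbance at 615 nm | probe or stimulus = nicotinamide 1.5 mM | buffer or medium = CSMM-D glucose medium, restrictive | times = 48 h at 30 °C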
Measles CPE = protection of cells from measles virus. Measles virus-infected cells, CPE protection, absorbance. protection (pct of control), % at 4 µM. actives 1.5% (n = 140,000); in the data active = protection mostly above about 24%, no sharp cut-off; inactive = mostly below about 26%; note: some compounds called inactive have numbers as strong as hits
MRP1 act = activates MRP-1. H69AR cells + doxorubicin, viability rescue, CellTiter-Glo. viability increase, % at 10 µM. actives 0.61% (n = 140,000);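 active = viability gain under doxorubicin at or above a set limit, the compound median plus 3 SD, cut at about 4.7% in these data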;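 note: MRP-1 overexpressing cells given doxorubicin 25 µM after compound pretreatment; 18-22 h compound pretreatment then 72 h with doxorubicin before readout; 0% = doxorubicin-only wells and 100% = vehicle-treated cells without doxorubicin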
NPY Y2 blocker = blocks the human neuropeptide Y Y2 receptor; P49146; NPY-Y2 expressing cells, antagonist mode; inhibition, % at 2.7 µM; actives 0.99% (n = 140,000); AID 793; in the data active = inhibition above about 17%;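 note: 0% = vehicle with agonist challenge and 100% = reference antagonist with challenge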
Target sequence (P49146 whole entry, looked up): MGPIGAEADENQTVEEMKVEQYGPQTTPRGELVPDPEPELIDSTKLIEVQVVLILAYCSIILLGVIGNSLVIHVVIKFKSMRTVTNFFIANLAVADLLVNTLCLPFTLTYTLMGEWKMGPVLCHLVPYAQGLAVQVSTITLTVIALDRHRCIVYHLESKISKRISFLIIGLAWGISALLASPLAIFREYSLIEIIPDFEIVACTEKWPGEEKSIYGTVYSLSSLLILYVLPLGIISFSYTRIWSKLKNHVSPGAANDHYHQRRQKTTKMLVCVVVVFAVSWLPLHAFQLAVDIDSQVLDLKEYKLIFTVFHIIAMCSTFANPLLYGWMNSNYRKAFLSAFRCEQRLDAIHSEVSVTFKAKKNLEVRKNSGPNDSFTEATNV
GALR2 blocker = blocks the human galanin receptor 2; O43603; GALR2-expressing cells, antagonist mode; inhibition, % at 4 µM; actives 0.39% (n = 140,000); in the data active = inhibition above about 27%;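 note: cells stimulated with galanin 1-16 at roughly its EC80; 0% = agonist challenge control and 100% = basal control without agonist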
Target sequence (O43603 whole entry, looked up): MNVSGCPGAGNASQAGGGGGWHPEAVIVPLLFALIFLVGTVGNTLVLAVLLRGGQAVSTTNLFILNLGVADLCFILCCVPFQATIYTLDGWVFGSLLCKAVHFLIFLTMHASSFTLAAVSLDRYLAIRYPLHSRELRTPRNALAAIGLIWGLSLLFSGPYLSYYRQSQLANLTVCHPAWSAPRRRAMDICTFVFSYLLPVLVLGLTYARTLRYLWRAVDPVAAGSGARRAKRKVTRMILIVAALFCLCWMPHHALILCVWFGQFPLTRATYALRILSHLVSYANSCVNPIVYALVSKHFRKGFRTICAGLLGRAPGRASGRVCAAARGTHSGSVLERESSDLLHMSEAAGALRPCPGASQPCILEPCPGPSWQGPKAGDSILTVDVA
bCat KO growth = beta-catenin-lacking colon tumor cell growth suppression. HCT116 beta-catenin knockout viability, CellTiter-Glo, 60 h; stronger effect = lower value. viability, % at 10 µM. AID 818. actives 1.5% (n = 140,000);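 active = viability at or under a set limit, the compound median less 4 SD, cut at about 6% in these data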;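 note: 0% = Hyamine 1622 control at 20 µM and 100% = untreated cell control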
Active calls of the source: *; . = not tested or not shown.

molecule	PTEN del growth	BB579 growth dn	Phagocytosis inh	E-sel TNF inh	Yeast life ext	Measles CPE	MRP1 act	NPY Y2 blocker	GALR2 blocker	bCat KO growth
CC(C)N1CC(O)=C(c2ccccc2)C1=N	94.9	10.8	-0.3	-21.8	-4.3	6.4	0.9	4.3	3.9	95.2
O=C(Cn1nc(-c2ccc(Cl)cc2)ccc1=O)NCCCN1CCN(Cc2ccccc2)CC1	48.9	-22.2	0.5	10.7	-9.3	9.8	-2.1	6.2	9.9	60.9
CNC(=O)C12CC3CC(CC(Cl)(C3)C1)C2	92.8	-28.7	-8.4	.	-3.6	10.0	1.3	1.5	11.4	98.6
COc1cccc(/C=N/NC(=O)C(=O)NCc2ccco2)c1O	63.5	13.2	-1.3	.	1.9	8.4	6.0*	0.3	15.4	56.0
COc1cc(OC)c(NC(=O)CCNS(=O)(=O)c2cc(Br)cnc2N)cc1Cl	105.0	-30.3	-0.5	.	-15.9	28.8	-1.5	-2.6	-1.5	103.0
O=C(NCCOc1ccccc1)C(c1ccccc1)c1ccccc1	15.6	-54.6	3.4	5.4	-28.2	22.6	-2.3	8.2	-3.3	30.5
O=C1N=C(N2CCN(c3ccccc3)CC2)S/C1=C/c1cccs1	86.7	-36.5	-5.5	25.0	-8.0	31.5	-0.5	8.7	-0.3	83.6
CCOc1ccc(CN=C(N)N=C(N)N)cc1Cl	75.3	-12.8	1.5	-16.2	-2.1	1.0	-0.8	4.0	-2.4	66.8
O=C(CSc1ncccn1)NN=C1CCCCCC1	100.3	-45.7	-7.3	0.4	0.1	1.8	1.3	2.3	9.3	102.8
O=C(NCc1ccccc1)c1c[nH]c2ccc(S(=O)(=O)Nc3ccc4c(c3)OCCO4)cc2c1=O	89.6	-28.8	-0.9	-6.1	-9.0	11.1	0.3	4.6	15.5	88.8
COc1ccc(-c2cc(C(=O)N3CCN(Cc4ccccc4)CC3)no2)cc1OC	97.1	-49.7	1.1	-23.2	7.2	16.6	-0.8	1.6	3.9	89.8
CC(=O)OCCn1c(=O)c2cc3c(=O)n(CCOC(C)=O)c(=O)c3cc2c1=O	97.8	-29.6	-1.0	-10.7	17.7	6.6	0.9	2.4	11.2	94.3
O=C(Nc1nncs1)c1ccccc1NS(=O)(=O)c1cccs1	99.3	-36.5	.	-6.0	-0.5	2.5	-2.6	1.5	0.0	95.6
CCOc1ccccc1Nc1nnc(SCC(=O)Nc2cccc(S(=O)(=O)NC3=NCCCCC3)c2)s1	70.4	-23.7	7.4	-8.2	-4.9	7.0	-0.3	0.9	-6.0	61.8
CCOC(=O)C1CCN(C(c2cc(OC)c(OC)c(OC)c2)c2sc3nc(C)nn3c2O)CC1 (centres undefined)	84.5	3.7	-1.9	3.2	-5.9	2.5	-2.0	-1.8	-1.9	83.5
CC1(C)NC(=O)N(CCOCCOc2c(Cl)cc(Cl)cc2Cl)C1=O	87.8	-7.1	-0.1	27.0	-16.6	0.9	-0.3	4.0	-3.8	78.1
Cc1nc2ccccc2n1S(=O)(=O)c1ccc(Br)cc1	91.0	7.7	-2.7	.	6.4	8.3	0.1	4.7	0.4	86.1
COc1ccccc1/C=C1\SC(=S)N(Nc2nc(C)cc(C)n2)C1=O	97.3	-11.7	.	-18.4	-16.8	3.2	-0.9	-0.5	-2.5	90.1
O=C1CCC(=O)N1CNc1ccccn1	102.7	-26.3	-1.0	-20.9	1.9	6.0	-1.4	2.4	-9.4	101.0
O=C(c1cccs1)N1CCN(Cc2nc3ccccc3c(=O)[nH]2)CC1	92.7	9.3	-3.0	7.6	-7.5	6.2	-2.7	3.0	10.5	92.9
O=C1/C(=C\c2ccco2)CCC/C1=C\c1ccco1	83.2	-40.8	-12.5	.	36.5	6.6	-3.1	1.8	3.8	80.4
CCN(CC)CCN1C(=O)c2oc3ccccc3c(=O)c2C1c1ccc(F)cc1 (centres undefined)	87.4	-12.3	-1.4	.	-3.6	3.0	-2.7	1.6	10.9	92.1
C=CCN1C(=O)/C(=C\c2ccco2)C(C(=O)OC)=C1C	93.3	-10.9	4.4	-8.4	-6.7	8.7	-3.0	3.6	10.3	94.1
CCOc1ccc(NC(=O)Nc2cc(OCC(F)(F)F)cc(OCC(F)(F)F)c2)cc1	17.5	-29.7	-4.5	7.0	0.0	13.7	-4.6	-5.9	13.7	40.6
CC(C)c1nc(N2CCN(C(=O)c3ccccc3)CC2)c(C#N)c2c1COC(C)(C)C2	57.1	-20.8	-2.4	-20.7	-3.4	5.0	-3.5	2.1	-10.0	68.3
O=C1c2ccccc2C(=O)N1CC(O)COCc1ccccc1 (centres undefined)	94.9	-38.7	.	.	-6.7	31.5	-1.2	0.7	9.0	102.7
C/C(=N\NC(=O)COc1ccc(C(C)(C)C)cc1)c1cc2ccccc2o1	83.8	-36.0	2.0	.	2.2	8.1	-1.1	2.9	4.4	75.1
O=C(Nc1ccccc1)c1ccc(Br)c(S(=O)(=O)Nc2cccnc2)c1	96.8	-23.3	-3.2	.	-1.2	6.3	-1.8	2.6	3.8	91.6
CC1(C)Cc2cccc(OCC(=O)Nc3nccs3)c2O1	92.7	-40.4	1.4	8.3	-10.5	12.8	-0.5	4.2	-17.6	89.1
OCCNCC1(O)C2CC3CC(C2)CC1C3 (centres undefined)	96.6	-9.0	-2.1	.	-15.3	5.2	-1.9	3.0	-3.8	80.5
Cc1ccc(Cl)cc1NC(=O)c1ocnc1C	103.2	-19.4	-2.4	.	-7.2	18.0	-1.1	-2.4	1.2	99.9
Cc1ccc2cc(CN(Cc3nnnn3Cc3ccco3)CC3CCCO3)c(=O)[nH]c2c1C (centres undefined)	71.6	-4.4	-1.4	-34.2	-3.9	5.7	-2.4	-0.3	4.5	71.6
CCCSc1cc(N2CCN(C)CC2)nc(-c2ccc(OC)cc2)n1	49.8	-7.3	0.3	-30.7	-8.5	18.7	-6.4	8.7	-9.9	42.7
O=[N+]([O-])C1=CC=C2C(=NC3(CCCCC3)N2O)C1=NC1CCCCC1	93.8	-9.2	.	-79.4	-8.4	9.3	-0.9	8.3	-2.8	79.1
O=C(CSc1nc(-c2ccccc2)cc(C(F)(F)F)n1)NCc1cccs1	81.0	-5.0	-0.3	-10.1	-3.9	4.8	-2.5	4.3	2.1	85.7
COc1ccc(NC(=O)COC(=O)Cc2ccc(-c3ccccc3)cc2)c(OC)c1	101.0	-20.9	-8.4	18.0	-0.4	8.1	1.0	3.6	10.9	89.7
CCOc1ccc(NC(=O)C2CCN(C(=O)NCc3ccccc3)CC2)cc1	104.4	-63.0	-0.8	0.3	-3.5	6.7	0.2	0.4	6.6	108.1
CC(C(=O)N1CCC(C(N)=O)CC1)N(c1ccc(Oc2ccccc2)cc1)S(C)(=O)=O (centres undefined)	74.1	-15.5	-1.2	.	-10.3	2.1	0.1	0.8	-4.8	97.8
CCN(CC)S(=O)(=O)c1cccc(C(=O)Nc2ccccc2C(=O)N2CCOCC2)c1	108.6	-57.8	-0.1	-48.6	-2.3	46.6*	-0.9	0.2	7.9	104.5
CCc1nc(NCCC(C)C)c(C#N)c2c1CCCC2	88.5	-44.3	-1.0	43.4	3.9	3.9	-0.3	0.7	9.6	89.0
CCSc1nc(C)nc2c1oc1ccccc12	108.7	-45.9	2.6	-37.5	-14.7	5.8	1.0	5.6	5.2	95.4
Cc1ccc(S(=O)(=O)N(C#N)c2nc(C)cc(C)n2)cc1	107.9	-11.7	-0.1	.	-6.5	4.0	0.8	4.3	-13.7	106.6
COc1ccc(CC(=O)NCc2ccccc2Cl)cc1S(=O)(=O)N1CCOCC1	101.7	-39.1	.	3.1	-6.5	7.8	-2.2	-1.9	5.8	105.2
Nc1nc(Cl)cc(N2CCC(c3cc(-c4ccc(Cl)cc4)n[nH]3)CC2)n1	10.8	-70.4	.	-26.9	-15.5	5.4	-6.9	-2.1	6.0	8.0
NC1=NCc2ccccc21	94.5	7.2	-2.3	14.2	-9.0	12.2	-1.1	2.0	6.0	86.3
Cc1ccccc1Cn1c2ccccc2c2cn[nH]c(=O)c21	91.7	-7.0	1.5	.	-0.9	2.6	-3.0	4.0	1.4	102.0
COC(=O)c1ccc(C2CC(=O)NC3=C2C(=O)CCC3)cc1 (centres undefined)	110.9	-55.8	0.8	24.3	0.3	2.3	-0.3	1.8	-3.6	88.7
N#Cc1ccc(C(=O)Nc2nc(-c3cccs3)c(C(=O)C(F)(F)F)s2)cc1	40.3	8.0	.	-24.2	-1.6	10.0	-4.0	4.8	-6.2	39.7
CN1CCN(S(=O)(=O)c2ccc(NC(=O)c3ccc(F)cc3)cc2)CC1	102.3	-38.9	-1.3	100.0*	-5.8	9.1	-0.6	-0.2	-5.4	93.1
O=C(CSc1nc(-c2ccccc2)cc(C(F)(F)F)n1)NCc1ccco1	88.0	-13.5	-0.1	-3.3	-10.5	9.3	-3.1	5.3	-3.1	85.2
CC1CCN(CCOc2cc(Cl)ccc2Cl)CC1	77.1	-23.9	.	-5.1	-17.0	5.0	-1.9	7.1	3.8	74.3
O=C(O)CCC(=O)N1N=C(c2ccccc2)CC1c1ccc2nccnc2c1 (centres undefined)	112.9	-1.1	.	.	-2.7	15.0	-1.7	6.1	-8.9	97.3
Cn1c(=O)[nH]c(=O)c2[nH]c(CN3CCN(C(=O)c4ccco4)CC3)nc21	107.1	-14.5	-0.3	5.9	-5.4	2.1	-0.6	-0.4	-3.7	100.6
COc1c2occc2c(OC)c2c(=O)cc(C(F)(F)C(F)(F)F)oc12	105.8	-53.1	-0.2	13.6	4.5	10.2	-0.7	4.3	-6.2	99.4
CCCCc1ccc(NC(=O)COc2ccc(C(=O)Nc3ccccc3C)cc2)cc1	78.5	-16.0	-7.0	.	-1.0	15.9	-2.2	2.4	10.2	91.2
Nc1ncnc2nc(SCc3ccccc3)[nH]c12	87.8	-25.7	-1.4	9.9	0.7	9.0	-5.2	6.4	11.4	86.3

(listing goes on)
molecule	PTEN del growth	BB579 growth dn	Phagocytosis inh	E-sel TNF inh	Yeast life ext	Measles CPE	MRP1 act	NPY Y2 blocker	GALR2 blocker	bCat KO growth
CCOc1cc2c(C)cc(=O)oc2cc1Cl	98.9	-55.8	.	-14.8	-11.3	3.5	-1.2	-1.3	-8.2	87.9
O=C1C2Sc3[nH]c(=O)sc3C(c3ccccc3)C2C(=O)N1c1ccccc1 (centres undefined)	91.3	-29.3	.	17.4	-21.9	4.0	-0.4	-1.9	-2.0	98.7
Cc1cccc(/C=C2/SC(=O)N(Cc3ccccc3Cl)C2=O)n1	87.2	-35.2	.	-29.6	-13.4	10.4	-1.9	6.7	-3.5	89.0
C=C(C)CNC(=S)N/N=C/c1ccc(N2CCOCC2)cc1	73.5	-27.1	-4.3	.	1.8	25.1	-2.1	7.5	2.1	77.8
Brc1ccc2ncc(Br)cc2c1	98.7	-13.8	-9.3	.	-3.8	25.5	-0.7	6.3	3.4	93.0
